RAD54 branch: inhibitors of human RAD54 branch migration; Q92698; RAD54 Holliday junction branch migration, FAM/BHQ fluorescence; inhibition, % at 10.4 µM; hit rate 0.14% among 360,000;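 active = mean normalized replicate activity at least 40 and at least half of replicates scoring 40 or more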;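 note: 0% = median of neutral control wells and 100% = median of positive control wells; inhibitors cause a drop in the FAM fluorescence signal; in these data hits start at about 50%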
GSIS activator: primary screen for activators of insulin secretion dependent on glucose, INS-1E cells, GLuc reporter luminescence | AID 743287 | activation, % at 16.6 µM | INS-1E GLuc reporter insulin secretion, 2-3 h | hit rate 0.61% among 370,000;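 active = lowest replicate activation of at least 40%, so every replicate reaches that level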;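 note: 0% = median of neutral control wells and 100% = median of IBMX positive control wells; some compounds called inactive have numbers as strong as hits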
RAD52 inh: inhibitors of human RAD52 DNA annealing | P43351 | recombinant RAD52 DNA annealing, FRET fluorescence | inhibition, % at 18.7 µM | hit rate 0.46% among 360,000;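 active = every replicate showing at least 50% inhibition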
F508del corr: CFTR F508del correction in bronchial cells; CFBE cells, YFP halide quenching; stimulated with forskolin plus potentiator P3; % fluorescence drop versus neutral controls; activity (quench increase), % at 7.58 µM; hit rate 0.36% among 350,000;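 active = mean added fluorescence quench of at least 8% versus neutral control, with both replicates also reaching 8%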;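 note: cells transiently co-express mutant CFTR-F508del with the halide-sensitive YFP; corrector assay measuring rescue of mutant channel to the surface after 24 h compound exposure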
esBAF inh: SWI/SNF esBAF complex inhibition; mouse ES cells, Bmi1-luciferase knock-in reporter, 24 h; 100% = twice the neutral-well signal; reporter increase, % at 12.5 µM; hit rate 2% among 350,000; AID 602393; in the data active = activation above about 40%;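 note: 0% = median of the plate's neutral control wells and 100% = double that signal; a rise in the Bmi1 reporter signal indicates esBAF inhibition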
ARNT TACC3 PPI: disrupts binding between human ARNT and TACC3 | Q9Y6A5 | AlphaScreen His-ARNT PAS-B/GST-TACC3 binding, luminescence; TACC3 fragment carries E629A point mutation | inhibition, % at 9.99 µM | hit rate 0.66% among 390,000;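 active = mean inhibition of replicates at least 50% and at least half of replicates each reaching 50%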;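 note: 0% = complete ARNT plus TACC3 wells and 100% = ARNT alone without TACC3; many hits fall short of the cut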
ERAP1 inh: blocks human ERAP1 aminopeptidase activity; Q9NZ08; recombinant ERAP1, Leu-AMC fluorescence, 60 min; inhibition, % at 10.7 µM; hit rate 0.15% among 340,000; AID 652197;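 active = mean replicate inhibition of at least 30%, or all replicates individually reaching that 30% level; inactive = mean below 30% and not every replicate reaching it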;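 note: 0% = neutral control wells and 100% = L-leucinethiol positive control wells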
Target sequence (Q9NZ08 whole entry, looked up): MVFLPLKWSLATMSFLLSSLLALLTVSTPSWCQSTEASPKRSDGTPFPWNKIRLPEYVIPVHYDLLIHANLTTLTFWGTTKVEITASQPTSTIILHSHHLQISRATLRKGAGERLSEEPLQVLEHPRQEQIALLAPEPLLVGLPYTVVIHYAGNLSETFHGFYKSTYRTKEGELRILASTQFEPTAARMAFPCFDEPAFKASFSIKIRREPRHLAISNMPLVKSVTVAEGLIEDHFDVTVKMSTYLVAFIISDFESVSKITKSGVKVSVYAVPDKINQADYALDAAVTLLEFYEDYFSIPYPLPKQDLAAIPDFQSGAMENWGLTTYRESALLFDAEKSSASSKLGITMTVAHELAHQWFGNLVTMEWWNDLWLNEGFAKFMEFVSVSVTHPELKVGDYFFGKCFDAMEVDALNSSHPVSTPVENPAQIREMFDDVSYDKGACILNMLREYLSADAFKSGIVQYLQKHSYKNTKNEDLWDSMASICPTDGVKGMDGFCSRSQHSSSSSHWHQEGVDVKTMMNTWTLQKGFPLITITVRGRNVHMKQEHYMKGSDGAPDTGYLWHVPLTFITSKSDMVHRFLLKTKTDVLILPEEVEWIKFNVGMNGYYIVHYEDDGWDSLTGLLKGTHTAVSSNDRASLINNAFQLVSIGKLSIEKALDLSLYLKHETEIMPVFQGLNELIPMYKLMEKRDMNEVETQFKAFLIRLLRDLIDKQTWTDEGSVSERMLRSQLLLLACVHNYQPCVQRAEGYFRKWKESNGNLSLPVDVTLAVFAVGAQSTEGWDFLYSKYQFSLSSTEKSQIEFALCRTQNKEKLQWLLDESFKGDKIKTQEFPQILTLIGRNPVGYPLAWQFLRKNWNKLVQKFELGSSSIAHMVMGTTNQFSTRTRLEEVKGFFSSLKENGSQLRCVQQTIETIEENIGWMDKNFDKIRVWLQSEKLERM
Xi reactivation: reactivates the inactive X chromosome in mouse fibroblasts. activation, % at 7.58 µM. AID 743238. XiGFP mouse fibroblasts, % GFP-positive cells imaging, 3 d; cells co-treated with 5-aza-dC sensitizer; scaled so ellipticine positive control = 100%. hit rate 0.055% among 360,000;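 active = mean normalized replicate activation at least 10% and every replicate at or above 10%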;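 note: 0% = median of on-plate neutral control wells and 100% = ellipticine 6 µM median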
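Assay system: SV40-immortalized XiGFP fibroblast cells, line 68-5-11; buffer or medium: DMEM plus 5-aza-dC sensitizer; compound: one concentration, pinned; timing: compounds 3 days, fix/stain 15 min at room temperature; benchmarks: positive control ellipticine, 6 µM final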
Active calls of the source: *; / = not tested or not shown.

Value order – RAD54 branch	GSIS activator	RAD52 inh	F508del corr	esBAF inh	ARNT TACC3 PPI	ERAP1 inh	Xi reactivation
- Cc1ccc(S(=O)(=O)N(C)C[C@H]2Oc3ccc(NC(=O)C4CC4)cc3C(=O)N([C@H](C)CO)C[C@@H]2C)cc1
    -0.4	-0.9	2.5	-1.1	-4.3	-9.8	-0.9	-0.8
- CN(c1ccccc1)S(=O)(=O)c1cccc(C(=O)NC2CCCCC2)c1
    1.0	-45.2	-9.0	1.2	9.0	-1.5	2.9	0.0
- C=CCNCCOc1cccc(Br)c1
    3.7	12.3	-18.8	0.3	/	/	-2.1	0.0
- Cn1c(SCC(=O)Nc2cccc(F)c2)nc2c(c1=O)SCC2
    1.9	19.9	-29.4	-2.8	/	-26.0	3.5	0.2
- CCOC(=O)C1=CSC2=NS(=O)(=O)CCN12
    -2.3	8.9	4.9	1.8	-5.4	3.8	2.7	/
- COc1ccc(NC(=O)N(C)C[C@@H]2OCCCC[C@@H](C)Oc3ccc(NS(=O)(=O)c4cccs4)cc3C(=O)N([C@H](C)CO)C[C@@H]2C)cc1
    -0.6	3.1	-13.8	-2.8	-9.5	-5.7	-3.4	-0.7
- Cc1cc(N2CCN(C(=O)OC(C)(C)C)C[C@H]2C)ccc1N1CC[C@@H](O)C1
    /	/	10.5	-3.9	/	/	3.8	0.7
- CC(C)c1ccccc1OCC(=O)N1CCCCCCC1
    -8.5	-13.4	-0.3	3.7	4.8	0.4	-1.4	0.0
- CCOc1ccc(NC(=O)CSc2nnnn2-c2ccc(C(N)=O)cc2)cc1
    -5.9	/	-3.4	-0.4	-9.1	-50.0	0.8	0.3
- COc1cccc(NS(=O)(=O)c2ccc3c(c2)NC(=O)C(C)S3)c1 (centres undefined)
    /	-6.5	-8.2	0.6	/	-5.8	-3.4	0.0
- COC(=O)CSc1nc2cc3c(cc2cc1C)OCCO3
    4.7	14.7	/	/	-0.3	-16.8	/	/
- COc1ccc(CNC(=O)CCCSc2ccccc2)cc1
    -8.3	-12.4	-3.4	0.4	-4.1	-0.6	2.5	0.1
- COCC(=O)N/N=C(\C)CC(=O)NCc1ccco1
    1.9	5.6	-14.9	-1.8	-3.5	-3.1	4.2	0.2
- O=C(Nc1cccc(-c2nn[nH]n2)c1)c1cccs1
    -0.7	-1.7	-39.9	0.5	2.3	19.2	-10.0	0.2
- CCCN(C)C[C@@H]1Oc2cc(-c3ccc(C#N)cc3)ccc2S(=O)(=O)N([C@@H](C)CO)C[C@@H]1C
    1.6	20.9	-4.9	-3.2	-0.8	5.4	-3.9	1.7
- O=C(COc1ccccc1F)NCc1ccc(-n2cccc2)cc1
    -0.5	4.4	2.7	-2.4	-2.6	-2.0	-0.4	0.2
- Cc1ccccc1Cn1c2ccccc2c2cnn(CC(=O)NCc3ccccn3)c(=O)c21
    -3.1	12.9	-20.1	-0.6	5.4	-25.6	0.6	0.1
- COc1ccc(NC(=O)CCNC(=O)Cn2cnc3ccccc3c2=O)cc1OC
    14.6	-3.6	1.0	-1.3	-3.5	-1.8	1.4	0.0
- O=Cc1ccc(OC(=O)CCCCC(=O)Oc2ccc(C=O)cc2)cc1
    10.0	-20.3	-8.2	-5.1	-5.9	-1.3	3.8	-0.1
- COC(=O)c1ccc2nc(C3CCCCC3)c(Cc3cccc(F)c3)n2c1
    3.9	8.0	-27.9	1.0	-7.9	/	3.4	/
- CCOc1cc(N2CCOCC2)c(OCC)cc1NC(=O)COc1cccc(CC)c1
    -16.9	-12.8	-10.7	-3.0	-13.3	9.3	1.5	0.2
- O=[N+]([O-])c1ccc(Cl)cc1P(=O)(O)c1cc(Cl)ccc1[N+](=O)[O-]
    /	2.7	-3.6	-4.8	/	-1.8	2.6	0.2
- O=C(CSc1nc2ccccc2o1)N/N=C/c1ccccc1
    9.6	0.1	/	/	26.4	-4.6	/	0.0
- O=C(Nc1ccc(C(=O)N2CCCC2)cc1)c1ccccc1
    4.9	-8.3	-22.1	1.9	29.8	-8.2	9.9	0.9
- O=C1C2C(c3ccccc3)CC=CC2[C@H](c2ccc3ccccc3c2)N1Cc1ccccc1 (some centres undefined)
    -8.1	/	-14.3	-2.6	0.5	-1.0	0.8	0.0
- COc1ccc(OCC(=O)Nc2cc(NC(=O)c3ccco3)ccc2OC)cc1
    -5.1	-1.4	-0.1	2.5	-14.8	-5.2	0.9	0.0
- CCS(=O)(=O)n1nc(NCc2cccc(OC)c2)nc1NCc1cccc(OC)c1
    -11.3	2.0	/	/	0.3	-4.6	/	/
- Cc1c(C(=O)C(=O)N2CCN(Cc3ccc4c(c3)OCO4)CC2)c2ccccc2n1C
    3.6	0.2	-16.2	0.7	2.2	2.3	0.1	0.0
- COc1cccc(-c2ccc3c(c2)O[C@H](CN(C)C)[C@H](C)CN([C@@H](C)CO)S3(=O)=O)c1
    -3.2	5.4	2.5	-1.7	-3.8	-2.1	2.0	0.2
- C/C(CC(=O)NCc1ccccc1)=N\NC(=O)c1cnccn1
    -1.0	25.9	/	/	/	3.3	/	0.4
- COc1ccc(N2C(=O)CC(N3CCN(c4nc5ccccc5s4)CC3)C2=O)cc1 (centres undefined)
    1.5	-14.9	-12.6	/	3.7	-6.1	1.6	/
- Cc1ccc(S(=O)(=O)N(C)C[C@H]2Oc3ccc(NC(=O)Cc4cn(C)c5ccccc45)cc3CC(=O)N([C@@H](C)CO)C[C@@H]2C)cc1
    9.4	4.4	1.5	1.6	3.7	12.7	4.8	-0.1
- CCNC(=O)C[C@@H]1C=C[C@H](NC(=O)C2CC2)[C@H](CO)O1
    2.2	-6.2	5.5	-3.1	5.2	3.9	0.2	-0.1
- NC(=O)c1ccc(Nc2nnc(-c3ccc(O)cc3)c3ccccc23)cc1
    /	-4.0	4.4	1.6	/	22.4	-3.6	-0.1
- CN(C)S(=O)(=O)c1ccc(NCC2COc3ccccc3O2)c([N+](=O)[O-])c1 (centres undefined)
    0.2	-29.0	/	/	35.4	4.1	/	0.3
- CCOC(=O)c1cnc2c(c(C)nn2C)c1Oc1ccc(OC)cc1
    3.2	-2.2	-9.0	1.3	-12.0	/	-2.5	-0.1
- COc1ccc(CNS(=O)(=O)c2cc3c4c(c2)C(C)C(=O)N4CCC3)cc1 (centres undefined)
    9.0	-15.6	-22.7	2.5	-1.2	2.7	-2.1	-0.1
- COc1ccc2c3c(n(C)c2c1)[C@@H](CO)N(C(=O)Nc1c(C)noc1C)CC31CCN(CC2CC2)CC1
    /	9.2	6.1	1.4	/	/	0.5	0.4
- COc1cccc(-c2ccc3c(c2)[C@@H]2[C@@H](CCN2C(=O)c2ccccn2)[C@@H](CO)N3)c1
    -16.0	-5.6	-128.7	2.9	35.0	3.8	3.6	0.1
- CC(C)(C)c1nnc2sc(SCC(=O)c3ccc4c(c3)OCCO4)nn2c1=O
    0.5	-2.8	-0.8	-3.8	-2.7	17.4	4.2	0.1
- Cc1ccc(S(=O)(=O)Nc2ccc3c(c2)C(=O)N([C@H](C)CO)C[C@H](C)[C@H](CN(C)S(=O)(=O)c2c(C)noc2C)OCCCC[C@H](C)O3)cc1
    -8.0	-2.7	-35.6	1.4	-3.5	5.5	-1.3	0.3
- COc1ccc(NC(=O)Nc2ccc3c(c2)CC(=O)N([C@H](C)CO)C[C@@H](C)[C@@H](CN(C)C(=O)Nc2ccc(OC)cc2)O3)cc1
    -2.4	10.8	7.2	1.2	6.3	4.4	-1.5	0.3
- COC(=O)c1ccccc1C(=O)N1CCCC(CNC(=O)c2ccc(F)cc2)C1 (centres undefined)
    0.4	-2.1	-6.9	1.7	0.4	-3.2	5.4	0.1
- CC1CCN(Cc2c(C(=O)N/N=C/c3ccc(C(C)C)cc3)nnn2-c2nonc2N)CC1
    1.0	7.2	0.3	-0.4	1.9	5.8	-1.3	0.0
- CCCc1nnc(NC(=O)CN2C(=O)c3ccccc3S2(=O)=O)s1
    1.1	8.5	/	/	-6.1	-9.7	/	/
- Cc1nc2ccc(Br)cn2c1C(=O)N/N=C\c1ccc(C(C)C)cc1
    -2.2	0.3	-16.6	3.6	0.5	-0.7	-3.8	0.1
- CC(O)CNCc1ccccc1C(F)(F)F (centres undefined)
    -10.6	14.4	-13.9	-0.9	-1.9	-4.8	-3.4	0.0
- CC(C)NC(=O)N(C)C[C@@H]1Oc2ccc(NC(=O)Nc3cccc4ccccc34)cc2CC(=O)N([C@H](C)CO)C[C@@H]1C
    3.6	3.5	22.4	0.2	-2.0	6.4	/	-0.4
- C[C@H]1CCCCO[C@@H](CN(C)C(=O)NC2CCCCC2)[C@@H](C)CN([C@@H](C)CO)C(=O)c2cc(NC(=O)Nc3cccc4ccccc34)ccc2O1
    6.4	6.2	-7.8	1.8	-0.4	-6.8	0.6	0.1
- C[C@H]1CN([C@@H](C)CO)C(=O)Cc2cc(NC(=O)Cc3cn(C)c4ccccc34)ccc2O[C@H]1CN(C)CC1CC1
    1.1	-6.1	17.8	0.9	4.7	10.6	1.6	0.2
- Cc1cccc([C@@H]2[C@@H]3C(=O)N(Cc4ccccc4)C(=O)[C@@H]3[C@]3(Cc4ccc(Cl)cc4)C(=O)N(c4ccccc4)C(=O)N23)c1
    -1.9	/	-21.8	0.6	2.4	0.5	-3.2	-0.2
- COCCNC(=O)c1cc(OC)c(OC)cc1[N+](=O)[O-]
    /	9.6	-8.4	0.8	/	/	8.8	0.0
- Cc1cc(C)cc(C(=O)NCC(=O)NNC(=O)CSc2ccccc2F)c1
    11.4	-20.5	-11.0	0.5	-6.5	/	2.3	0.0
- CCCN1C(=O)C(=O)N(CC(=O)N2c3ccccc3NC(=O)CC2C)C1=O (centres undefined)
    -0.9	22.4	0.8	-0.1	-0.8	/	0.4	0.2
- CCCCNC(=O)C[C@@H]1C[C@@]2(C(=O)OCC)CCC=C2N(CCC2=CCCCC2)C1=O
    /	/	-6.2	1.8	/	/	1.3	-0.1
- CCc1nc(SCC(=O)NCc2ccc(F)cc2)c2c(=O)n(C)c(=O)n(C)c2n1
    -0.3	6.0	-3.3	0.4	-1.8	-0.9	-5.2	0.1
- O=C(CSc1nncs1)Nc1ccc(N2CCCCC2)cc1
    -2.1	-15.0	-13.2	2.2	56.7*	-0.7	-0.9	0.2
- O=C(CCCN1C(=O)/C(=C\c2ccccc2)SC1=S)N1CCOCC1
    6.4	-18.4	-6.9	2.0	6.3	17.7	7.4	0.1
- O=C(C[C@@H]1C[C@@H]2c3cc(NC(=O)Nc4ccccc4F)ccc3O[C@@H]2[C@H](CO)O1)NCc1ccncc1
    -12.1	-2.0	-6.2	0.6	1.4	-11.5	0.1	0.0
- O=CN1CCN(C=O)C(O)C1O (centres undefined)
    /	0.5	-4.3	-2.1	-1.6	/	-2.0	0.0
- CCC(C)n1c(SCC(=O)Nc2ccc3[nH]c(=O)[nH]c3c2)nc2ccccc2c1=O (centres undefined)
    0.9	29.7	-7.0	0.3	-3.3	/	3.2	-0.1
- COc1ccccc1C(=O)NNC(=O)c1ccc(O)cc1
    5.6	-0.2	3.9	0.3	2.1	/	1.4	0.1
- CCOCCCNC(=O)C(NC(=O)c1ccc2c(c1)OCO2)c1ccccc1 (centres undefined)
    0.9	-4.0	-3.2	0.9	-3.9	-2.5	0.8	0.1

2 records drawn at random from those above, as already listed:
Value order – RAD54 branch	GSIS activator	RAD52 inh	F508del corr	esBAF inh	ARNT TACC3 PPI	ERAP1 inh	Xi reactivation
- Cc1nc2ccc(Br)cn2c1C(=O)N/N=C\c1ccc(C(C)C)cc1
    -2.2	0.3	-16.6	3.6	0.5	-0.7	-3.8	0.1
- C[C@H]1CN([C@@H](C)CO)C(=O)Cc2cc(NC(=O)Cc3cn(C)c4ccccc34)ccc2O[C@H]1CN(C)CC1CC1
    1.1	-6.1	17.8	0.9	4.7	10.6	1.6	0.2

Screening results deposited in PubChem by Broad Institute.
